# Compound activity (PubChem)
# TDP-43 yeast inh: rescues yeast growth from TDP-43 toxicity; TDP-43 expressing yeast growth rescue, BacTiter-Glo, 24 h; Potency, µM (doses to about 46.1 µM), for the others: top-dose growth rescue (activation), hits mostly activators; hit rate 1.8% among 410,000; AID 652104; note: potency is the fitted concentration of half-maximal effect; % of control where 0% means no effect; nearly all actives have a fitted effect of over 50% in size
#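 Growth rescue of TDP-43-toxic yeast measured as ATP luminescence (BacTiter-Glo). Cells grown to mid-log in raffinose, induced in galactose at OD600=0.02, exposed to compound 24 hr at 30 deg C.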
# DRD3 antagonist: antagonists of human D3 dopamine receptor. P35462. D3R cells, DiscoveRx beta-arrestin luminescence, antagonist mode; hits give low values. max response, negative = inhibition, %. hit rate 2.5% among 360,000; in the data active = max response below about -50%; inconclusive = no clear call, values can overlap the other calls; note: % is set by controls: 0 for no effect and ±100 for the full control effect; mostly tested at two doses, the higher about 12 µM
#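 Cells expressing the human receptor were seeded at 1500 cells/well, incubated overnight at 37 degrees C in 5% CO2, then exposed to library compounds with dopamine controls for 90 minutes at 37 degrees C before luminescent detection.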
# HEK293 tox: cytotoxicity in counter-screen for GLP-1R inverse agonists | HEK293 cAMP-luciferase reporter cells, luminescence, 24 h | Potency, µM (top dose mostly 38.3 µM), inactives show top-dose activity change, negative = inhibition, most hits filed as inhibitors | hit rate 0.13% among 410,000;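 note: loss of luciferase light is scored as toxicity; potency is the fitted concentration of half-maximal effect; % is set by controls: 0 for no effect and ±100 for the full control effect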
#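 A 23 nL compound transfer followed 12 hours of cell culture at 37 deg C; exposure then lasted 24 hr. Luciferase assay detection reagent was dispensed and plates read for luminescence after a 12 min room-temperature wait.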
# GLP1R inv ag: GLP-1 receptor (human) inverse agonism | P43220 | HEK293 GLP-1R CRE-luciferase, luminescence, 24 h; GLP-1R form is constitutively active | Potency, µM (doses to about 38.3 µM), without a hit: top-dose activity change, negative = inhibition, hits mostly inhibitors | hit rate 1.6% among 410,000 | AID 624417; note: potency is the fitted concentration of half-maximal effect; % is set by controls: 0 for no effect and ±100 for the full control effect; nearly all actives have a fitted effect of over 55% in size
# Target sequence (P43220 whole entry, looked up): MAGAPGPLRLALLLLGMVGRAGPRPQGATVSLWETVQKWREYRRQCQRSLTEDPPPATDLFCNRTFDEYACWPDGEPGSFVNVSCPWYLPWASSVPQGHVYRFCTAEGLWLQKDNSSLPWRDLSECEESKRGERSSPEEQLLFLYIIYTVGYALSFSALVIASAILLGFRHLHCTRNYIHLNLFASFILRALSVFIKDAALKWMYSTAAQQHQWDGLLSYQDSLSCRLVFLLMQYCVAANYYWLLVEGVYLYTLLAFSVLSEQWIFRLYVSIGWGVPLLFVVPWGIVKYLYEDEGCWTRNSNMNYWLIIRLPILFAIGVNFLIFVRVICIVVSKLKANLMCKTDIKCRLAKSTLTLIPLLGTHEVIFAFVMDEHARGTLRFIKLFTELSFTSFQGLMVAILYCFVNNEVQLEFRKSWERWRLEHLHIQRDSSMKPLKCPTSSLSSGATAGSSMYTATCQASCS
#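 Assay principle: reduced luminescence from a cAMP-responsive reporter in HEK293 cells co-expressing a constitutively active GLP-1R. Conditions: 24 hr compound incubation, 37 deg C, 5% CO2.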
# GLP-1R agonist: activates the human GLP-1 receptor. Potency, µM (doses to about 45.6 µM), for inactives: top-dose activation, hits mostly activators. P43220. AID 624172. hit rate 0.007% among 380,000. HEK293 GLP-1R CRE-luciferase, luminescence, 4-6 h; cells express a hypersensitive GLP-1R form; note: potency is the fitted concentration of half-maximal effect; % of control where 0% means no effect
# DRD3 agonist: activates the human D3 dopamine receptor. max activation, %. D3R DiscoveRx beta-arrestin cells, luminescence, 90 min. hit rate 0.58% among 410,000. P35462; in the data active = max activation above about 30%; note: 0% is about no effect; mostly tested at two doses, the higher about 12 µM
#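 Cells at 1500/well, incubated overnight, then treated with pinned compounds (dopamine as control) for 90 min at 37 degrees C. DiscoveRx reagent added for 30 - 60 minutes at room temperature; luminescence read.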
# PTHR1 ag: agonists of human PTHR1 parathyroid hormone receptor | Q03431 | HEK293 GP2 PTHR1 cells, GloSensor cAMP luminescence, 1 h | Potency, µM (titrated, usually from 115 µM), for inactives: at the top dose activation, hits mostly activators | hit rate 0.075% among 410,000 | AID 743266; note: potency is the fitted concentration of half-maximal effect; nearly all actives have a fitted effect of over 55% in size; some results filed as inactive show a strong effect at the top dose; inactives centre near -15; many of its hits are not listed in these tables
# Target sequence (Q03431 whole entry, looked up): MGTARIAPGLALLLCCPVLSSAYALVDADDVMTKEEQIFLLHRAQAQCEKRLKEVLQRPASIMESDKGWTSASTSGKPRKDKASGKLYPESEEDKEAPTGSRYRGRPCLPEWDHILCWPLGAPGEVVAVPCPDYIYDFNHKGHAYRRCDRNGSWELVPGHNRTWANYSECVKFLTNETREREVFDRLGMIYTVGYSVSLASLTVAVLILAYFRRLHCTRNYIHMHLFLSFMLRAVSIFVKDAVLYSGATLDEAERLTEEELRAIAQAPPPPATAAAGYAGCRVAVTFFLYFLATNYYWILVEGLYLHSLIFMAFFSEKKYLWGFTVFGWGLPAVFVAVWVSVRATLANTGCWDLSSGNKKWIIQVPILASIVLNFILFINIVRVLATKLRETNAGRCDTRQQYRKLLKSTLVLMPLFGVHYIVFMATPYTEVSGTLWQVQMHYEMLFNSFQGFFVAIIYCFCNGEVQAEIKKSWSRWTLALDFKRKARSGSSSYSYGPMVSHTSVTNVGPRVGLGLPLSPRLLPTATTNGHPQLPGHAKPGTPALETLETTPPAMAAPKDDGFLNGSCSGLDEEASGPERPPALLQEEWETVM
#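 HEK-293-derived GP2 cells expressing PTHR1 and a GloSensor cAMP reporter, 3,000/well, plated overnight, given luciferin plus IBMX (each 0.5 mM as added) for 1 h at 37 °C, then compound for 1 h at 37 °C. Luminescence was read after 15 min at room temperature.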
# aSyn rescue: alpha-synuclein toxicity inhibition in yeast; Potency, µM (highest dose often 46.1 µM), for the others: top-dose growth rescue (activation), hits mostly activators; hit rate 0.14% among 370,000; Yeast expressing alpha-synuclein, growth rescue, BacTiter-Glo, 24 h; note: potency is the fitted concentration of half-maximal effect; % of control where 0% means no effect; nearly all actives have a fitted effect of over 65% in size
#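 Readout is rescue of growth in alpha-synuclein-expressing yeast, so inhibitors of toxicity appear as activators. Growth after 24 hr at 30 deg C in galactose medium is quantified by luminescence.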
# KB-V1 cytotox: KB-V1 MDR subline cytotoxicity; AID 1347076; hit rate 3.4% among 400,000; KB-V1 MDR cells viability, CellTiter-Glo, 72 h; Potency, µM (highest dose often 46.1 µM), without a hit: at the top dose activity change, negative = cytotoxicity, hits mostly cytotoxic; note: potency is the fitted concentration of half-maximal effect; % is set by controls: 0 for no effect and ±100 for the full control effect; nearly all actives have a fitted effect of over 60% in size
#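 Luminescent ATP read-out (CellTiter-Glo, 10 min) measures survival of drug-selected KB-V1 MDR cells after 72 h, 37 degrees C compound exposure. Medium: phenol-red-free DMEM, 10% FBS. Values from fitted concentration-response curves.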
# Active calls of the source: *; i = inactive; ? = inconclusive; nt = no result given; & = joins results of further samples; [ ] = remark or other dose. Unless noted, calls come from the whole dose curve; as a rule, active = well fitted curve in the direction sought with a large enough effect; inconclusive = small, poorly fitted or top-dose-only effect, or another doubt; inactive = no such curve, though single readings can be large; an effect the other way counts as inactive or inconclusive. These rows are one share of the data. The share of hits here may be higher or lower than overall.
SMILES,TDP-43 yeast inh,DRD3 antagonist,HEK293 tox,GLP1R inv ag,GLP-1R agonist,DRD3 agonist,PTHR1 ag,aSyn rescue,KB-V1 cytotox
N#Cc1cccnc1N1CCN(C(=O)COCC(=O)O)CC1,9%,10,-4%,-9%,-7%,-4,-21%,9%,6%
Cc1ccc(S(=O)(=O)N2CCN(C(=O)CCCN3C(=O)NC4(CCCC4)C3=O)CC2)cc1C,1%,-10,11%,-4%,-9%,5,-7%,-4%[1.84 µM],?
Cc1ncc([N+](=O)[O-])n1CC(C)O (stereo not drawn),?,-21,1%,9%,7%&5%,5&3,-25%,1%,8%
COc1ccccc1N1CCN(C(=O)c2cc3c(=O)n(C)c4ccccc4c3n2C)CC1,7%,-19,6%,4%,3%,-3,-24%,0%,-18%
Cc1ccc(C)c(-n2nnnc2Sc2nnnn2-c2ccccc2)c1,17%,-17,?,?,-12%,-6,i,7%,-19%
FC(F)Sc1ccc(-n2c(-c3ccc(Cl)cc3)c[n+]3c2CCC3)cc1,6%,-27,0%,?,-3%,-5,i,-2%,-5%
Cc1ccccc1-n1sc2cc(F)ccc2c1=O,-92%[inhibitor],-15,4.5µM*,?,4%,-3,-29%,-78%[inhibitor],?
CCc1ccc(N2CC(C(=O)OCC(=O)N(CC)c3c(N)n(Cc4ccccc4)c(=O)[nH]c3=O)CC2=O)cc1 (stereo not drawn),8%,-1,-22%,1%,-1%,2,i,7%,39%
NC(=O)CSc1nnc(-c2ccc(S(=O)(=O)N3CCCC3)cc2)n1CC1CCCO1 (stereo not drawn),-12%,-12,1%,8%,16%,5,i,0%,2%
Cc1cccn2c(=O)cc(COc3ccc(NC(=O)COc4ccc(F)cc4)cc3)nc12,11%,nt,3%,2%,nt,1,-1%,nt,11%
COc1ccc(-c2cc(C(F)F)n3ncc(C(=O)N4CCCc5ccccc54)c3n2)cc1,-5%[0.397 µM],1,3%,5%,17%,23,i,-4%,3%
O=C(C(=Cc1ccc(F)cc1)c1ccccc1)c1ccc(O)cc1,9%,19,?,?,-6%,3,-20%,-57%[inhibitor],-15%
COc1cc(NS(=O)(=O)c2ccc(NC(=O)c3ccccc3C(=O)O)cc2)nc(OC)n1,2%,nt,6%,15%,nt,1,-1%,nt,0%
O=S1(=O)N=C(Nc2ccc(O)cc2)c2ccccc21,9%,-2,-16%,3%,-5%,2,-6%,-13%,-16%
CCS(=O)(=O)N1CCN(c2ccc(C(=O)NC34CC5CC(CC(C5)C3)C4)cc2[N+](=O)[O-])CC1,3%,63,1%,15%,5%,5,-24%,-4%,-9%
O=C(O)c1nc(-c2ccccc2)n(-c2ccccc2)n1,4%,0,-5%,7%,-8%,2,i,-1%,?
O=C(COc1ccc(S(=O)(=O)N2CCOCC2)cc1Cl)N1CCOCC1,1%,13,-1%,7%,5%,6,i,0%,27%
CC(=O)c1cccc(NC(=O)c2ccc3nc(C(C)C)oc3c2)c1,0%,nt,-8%,2%,nt,-9,-26%,nt,nt
O=C(CN1CCN(c2ccc(C(F)(F)F)cn2)CC1)Nc1ccc2c(c1)OCO2,12%,-2,-14%,-10%,-4%,-15,-14%,1%,-2%
O=C(NCCCN1CCCC1=O)c1cc(=O)c2ccccc2o1,10%,-5,6%,7%,-17%,2,4%[57.5 µM],-2%,22%
O=C(N/C(=C/c1ccc(Cl)cc1)C(=O)N1CCOCC1)c1ccccc1,3%,-24,15%,?,12%,0,-21%,6%,nt
CCC(Sc1ncc(S(=O)(=O)c2ccc(C)cc2)c(=O)[nH]1)C(=O)Nc1cc(C)ccc1C (stereo not drawn),-1%,nt,-3%,12%,-5%,4,-6%,-3%,-17%
COCCCNc1ncnc2c1cnn2-c1ccc(C)cc1C,?,-22,-15%,8%,0%,4,-11%[57.5 µM],-7%,-26%
CCCCCn1c(=O)[nH]c2cc(C(=O)N3CCN(c4ccc(F)cc4)CC3)ccc2c1=O,3%,13,7%,?,15%,16,-20%,2%,?

# The last two entries of the section before open the next one:
SMILES,TDP-43 yeast inh,DRD3 antagonist,HEK293 tox,GLP1R inv ag,GLP-1R agonist,DRD3 agonist,PTHR1 ag,aSyn rescue,KB-V1 cytotox
COCCCNc1ncnc2c1cnn2-c1ccc(C)cc1C,?,-22,-15%,8%,0%,4,-11%[57.5 µM],-7%,-26%
CCCCCn1c(=O)[nH]c2cc(C(=O)N3CCN(c4ccc(F)cc4)CC3)ccc2c1=O,3%,13,7%,?,15%,16,-20%,2%,?
CCNC(=O)C1(C)CCN(Cc2ccc(C(F)(F)F)cc2)C1 (stereo not drawn),18%,-5,0%,-3%,0%,3,-15%,1%,1%
O=C(COC(=O)/C=C/c1ccc(OC(F)F)cc1)NC1CCCCCC1,-8%,16,4%,7%,0%,8,-2%,0%,7%
O=C(NC1CCCc2ccccc21)c1c(F)cccc1Cl (stereo not drawn),?,6,15%,-12%,8%,5,i,0%,-4%
COc1ccc(Cl)cc1NC(=O)CN(C)C1CCCCC1,0%,-20,14%,?,11%,0,i,-5%,?
O=C(Cn1c(=O)n(Cc2ccco2)c(=O)c2sc3ccccc3c21)Nc1ccc(F)cc1F,8%,nt,2%,9%,0%,-5,i,nt,42%
O=C(O)CCCCCNC(=O)/C=C/c1ccco1,-11%[0.397 µM],7,4%,-6%,11%,3,-6%,0%,0%
Cc1c(Cl)cccc1NC(=O)CSc1ccc(-c2cccnc2)nn1,19%,-1,-1%,72%[activator],13%,2,i,5%,-1%
COc1cc(C(=O)N2CCCC(c3cc(C(=O)NCc4ccccc4)no3)C2)cc(OC)c1C (stereo not drawn),0%,12,5%,?,-5%,5,-16%,5%,-6%
CN1CCN(C(=S)Nc2ccc(Cl)cc2)CC1,13%,1,-8%,-22%,-3%,0,-24%,6%,10%
C=C(C)Cn1c(N2CCCC2)nc2c1c(=O)n(C)c(=O)n2C,-5%,0,-2%,11%,10%,2,i,-2%,-26%
Oc1c(C(c2ccc(F)cc2)N2CCN(Cc3ccccc3)CC2)sc2nc(-c3ccco3)nn12 (stereo not drawn),18%,nt,-11%,?,nt,-2,-13%,nt,-1%
Cc1cc(=O)oc(C)c1C(=O)NCCN(C)Cc1ccccc1,12%,-76*,11%,5%,6%,-23,i,-3%,2%
CCOc1cccc(C(=O)Nc2nccs2)c1,-14%,-17,9%,-11%,3%,-4,-7%[57.5 µM],-6%,-11%
CCOc1ccc(NC(=O)CN2CCN(CC(=O)Nc3ccccc3OCC)CC2)cc1,10%,nt,-7%,-4%,nt,6,-20%,nt,-10%
Cc1c(C(=O)c2ccc(Cl)cc2[N+](=O)[O-])c2ccccn2c1CCC#N,13%,-8,1%,?,4%,2,i,6%,?
CCc1nc2ccc(C(=O)N3CCN(C(=O)c4ccco4)CC3)cn2c1N(CC)CCOC,18%,20,2%,6%,7%,4,-22%,-5%,-4%
CCCCCCC(=O)NNC(=O)c1c(O)c2ccccc2n(CCC)c1=O,-31%[inhibitor][9.22 µM],3,-1%,0%,1%,-2,-29%,3%,?
COc1cc(/C=C/C(=O)O)cc(S(=O)(=O)Nc2ccc3[nH]c(=O)[nH]c3c2)c1OC,-5%,-17,18%,3%,-1%,-19,-64%[inhibitor],-4%,13%
CCOC(=O)c1c(O)c2ccccc2n(CC)c1=O,-28%,20,1%,20%,7%,4,?,-9%,6%
COc1cccc(/C=C/C(=O)Nc2cccc(C(C)=O)c2)c1OC,2%,18,-4%,3%,4%,4,-6%,1%,10%
COc1ccccc1C(=O)NNC(=O)C(=O)NC(C)C,-12%[9.22 µM],6,3%,-19%,4%,7,-12%,-6%,0%
CCCn1cc(CN2CCC(Oc3ccc(C(=O)N4CCCC4)cc3)CC2)c(C)n1,6%,4,-4%,14%,2%,3,i,2%,7%
Cc1cc(N2CCN(c3ccccc3)CC2)nc(N)n1,3%,-30,1%,8%,6%,8,-14%[57.5 µM],7%,7%
Cc1sc2ncnc(N3CCC(C(=O)Nc4nc(-c5ccc(F)cc5)cs4)CC3)c2c1C,23%,8,13%,?,-3%,13,-68%[inhibitor],-4%,-26%
Cc1cccc(OCc2nnc(N)s2)c1C,5%,?,8%,0%,1%,-5,-13%,2%,?
Cc1cccc(C)c1NC(=O)c1nc(SC(C)C)ncc1Cl,-12%,nt,19%,?,nt,45*,i,nt,-28%
CCN(CC)CCN(C(=O)/C=C/c1cccs1)c1nc2ccc(F)cc2s1,4%,-71*,7%,-18%,7%,-18,-22%,-1%,2%
CCOC(=O)Cn1nc(C)c(NC(=O)COc2ccc([N+](=O)[O-])c(C)c2)c1C,-14%,-16,6%,7%,5%,6,i,-5%,?
CCCCCNC(=O)c1ccc(NS(=O)(=O)c2ccc3[nH]c(=O)[nH]c3c2)cc1,-16%,-20,6%,18%,4%,-5,-21%,-5%,-2%
CCN(CC)CCSc1nnc(Nc2ccccc2)n1-c1ccccc1,8%,-19,14%,?,-1%,-9,-4%,-6%,?
Cc1cc(C)c(NC(=O)CN)c(C)c1,-16%,-22,10%,-23%,0%,0,i,-5%,-8%
Nc1nccnc1C(=O)OCC(=O)NNC(=O)c1ccccc1,0%,2,1%,19%,-4%,-3,-9%,6%,29%
NC(=O)NC(=O)C(Nc1ccc2c(c1)CCC2)c1ccccc1 (stereo not drawn),-8%,-15,7%,?,2%,-4,i,10%,?
CCC(C)Nc1nc(Cl)nc(NCCOc2ccccc2)n1 (stereo not drawn),26%,18,10%,?,22%,10,-26%,0%,-13%
Nn1cnnc1N/N=C/c1cc([N+](=O)[O-])c(Cl)cc1Cl,5%,-14,6%,8%,-2%,-1,-15%,-1%,3%
COc1ccc(CN2CCN(CCCc3ccccc3)C(CCO)C2)cc1OC (stereo not drawn),13%,-2,1%,-8%,3%,-12,-1%,1%,-16%
